# Myeloid diff MLP = compounds promoting myeloid differentiation; AID 624256; actives 1% (n = 360,000); calls only at 10 µM; ER-HoxA9 myeloid progenitors, lysozyme-GFP differentiation, flow cytometry;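 active = normalized GFP-positive differentiation at or above the plate's own cutoff, the solvent-only control mean plus 3 SD; inconclusive = no clear call, values can overlap the other calls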;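 also: cells exposed to compound for four days before flow analysis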
# TNAP activation fold = human TNAP enzyme activators, primary screen, biochemical, luminescent, no phosphate acceptor, uHTS (AID 1001) | actives 0.03% (n = 200,000) | purified TNAP, luminescent activation assay, no phosphate acceptor; higher activation fold means a stronger effect | activation fold at 20 µM, or EC50 in µM where a hit was titrated; in the data active = activation fold from about 3, or a potency from the dose series; inactive = the rest, 99 in 100 with activation fold below about 1.6; also: many of its hits are not listed in these tables
# Siah-1 displacement = blockers of Siah-1 interaction with plectin peptide – biochemical, fluorescence polarization, rhodamine-plectin, uHTS, primary screen (AID 1817) | Siah-1 / rhodamine-plectin peptide fluorescence polarization; higher % means a stronger effect | displacement, % at 20 µM; hits with a dose series show IC50 in µM | actives 0.02% (n = 290,000);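 active = displacement of at least 50% at 20 µM, with a fluorescence ratio check between 0.3 and a set limit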;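 also: plate controls were Siah plus tracer with DMSO for no effect and tracer alone without Siah for full effect; strong numbers were not always called active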
# Salmonella PhoP GFP = inhibitors of PhoP regulon expression, primary screen, Salmonella Typhimurium, GFP reporter (AID 1863). actives 0.16% (n = 300,000). one-dose inhibition, % at 50 µM; IC50 in µM for titrated hits. S. Typhimurium PhoP-regulated promoter GFP reporter, 4 h; higher % means a stronger effect;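 active = inhibition over 29.93%, a cutoff 3 SD above the screen mean, later confirmed by dose response; inconclusive = inhibition over 29.93% but no dose response follow-up; inactive = inhibition at most 29.93% or unconfirmed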;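 also: 0% = low Mg2+ inducing control and 100% = high Mg2+ repressing control; strong numbers were not always called active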
# PMI inhibitors = MPI enzyme activity inhibition – biochemical, fluorescence intensity, coupled assay, primary screen (AID 1209). purified PMI enzyme, coupled fluorescence intensity; higher % means a stronger effect. actives 0.42% (n = 190,000). one-dose inhibition, % at 20 µM; IC50 in µM for titrated hits;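 also: plate controls were DMSO vehicle for no effect and wells lacking substrate for full effect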
# human PMI inhibitors = MPI inhibition at elevated mannose 6-phosphate – biochemical, fluorescence intensity, high mannose 6-phosphate, primary screen (AID 1220). recombinant PMI enzyme, coupled fluorescence intensity; higher % means a stronger effect. inhibition, % at 20 µM, or IC50 in µM where a hit was titrated. actives 0.66% (n = 190,000)
# WT yeast gro inh = growth inhibition of WT yeast, mitochondrial fusion screen | mitochondrial fusion phenotypic screen, WT strain | actives 2.1% (n = 190,000) | inhibition, % at 10 µM; in the data active = inhibition above about 58%; tested in S. cerevisiae
# XIAP displacement = small molecules displacing peptide from XIAP – biochemical, IAP family, fluorescence polarization (AID 1018); XIAP BIR domain, fluorescence polarization peptide displacement; higher % means a stronger effect; one-dose displacement, % at 20 µM; IC50 in µM for titrated hits; actives 0.007% (n = 200,000); in the data active = displacement above about 50%; also: a part of the inactive calls stands beside numbers as strong as those of hits
# RSV CPE inhibition = inhibition of RSV-induced cytopathic effect – HEp-2 cells, primary 10 µM value included (AID 2391) | HEp-2 cells, RSV-induced CPE inhibition; higher % means a stronger effect | CPE inhibition, % at 10 µM, or IC50 in µM where a hit was titrated | actives 0.13% (n = 310,000); in the data active = a potency from the dose series; inconclusive = CPE inhibition mostly from about 23% at the one dose, without a potency; inactive = the rest, 99 in 100 with CPE inhibition below about 21%; also: strong numbers were not always called active
# WT yeast gro inh mutant strain = further read-out of WT yeast gro inh, marked with its call; inhibition, %; mitochondrial fusion phenotypic screen, mutant strain inhibition
# Myeloid diff MLP GFP+ MAC1+ % = second read-out of Myeloid diff MLP, no call of its own (marks repeat the call); GFP+ MAC1+ double positive, %; measured here: differentiation confirmed by MAC1 staining
# Numbers without * were called inactive; i = inactive; ? = inconclusive; nt = no result given; & = joins results of further samples. Rule as the data show it, unless noted: active = inhibition above about 50%; inactive = the rest.
SMILES,Myeloid diff MLP,Myeloid diff MLP GFP+ MAC1+ %,TNAP activation fold,Siah-1 displacement,Salmonella PhoP GFP,PMI inhibitors,human PMI inhibitors,WT yeast gro inh,WT yeast gro inh mutant strain,XIAP displacement,RSV CPE inhibition
CC1CCN(S(=O)(=O)c2ccc(S(=O)(=O)N3CCCC3)cc2)CC1,i,1.6,nt,3.5%,3.0%,nt,nt,nt,nt,nt,3.2%
CCOC(=O)C1CCN(C(=O)CNC(=O)c2nn(-c3ccc(OC)c(Cl)c3)c(=O)c3ccccc23)CC1,i,2.5,nt,2.1%,-10.7%,nt,nt,nt,nt,nt,2.3%
O=C(O)CC(NS(=O)(=O)c1cccc2nsnc12)c1ccc(F)cc1 (stereo not given),i,0.6,1.1,3.9%,8.5%,3.7%,0.2%,6.9,0.1,-9.5%,5.5%
COC(=O)CSC1=C(C#N)C(c2ccc(C)cc2)C2=C(CCCC2=O)N1 (stereo not given),i,0.2,1,0.9%,6.0%,-11.8%,-16.0%,6.8,-5.4,-3.6%,-0.9%
Cc1cc(-c2ccccc2)n(-c2ccccc2)n1,i,1.5,nt,0.8%,-4.3%,nt,nt,nt,nt,nt,1.4%
Cc1c(C(=O)Nc2ccc(N3CCOCC3)cc2)oc2ccccc12,i,0.5,1,-0.3%,1.8%,-4.1%,-15.2%,6.4,16.6,-4.6%,3.9%
O=C(O)CCSc1nc2ccccc2n1-c1ccccc1,i,0.2,nt,-5.1%,0.1%,nt,nt,nt,nt,nt,0.6%
COc1cccc(-c2nnc(NC(=O)c3ccc(S(=O)(=O)N(CC(C)C)CC(C)C)cc3)o2)c1,?,nt,1.2,0.7%,12.3%,-17.9%,-15.2%,8.9,-14.4,-3.3%,-2.2%
COc1ccc(N2C(=O)C(F)(F)C2c2cccc(F)c2)cc1 (stereo not given),i,0.4,1.1,-2.8%,-1.2%,3.1%,9.3%,15.1,11.0,-5.0%,0.5%
COc1ccc(OC)c(S(=O)(=O)n2nc(-c3ccccc3)cc2N)c1,i,3.8,1.1,3.9%,4.2%,9.0%,10.5%,1.8,7.2,-2.5%,0.8%
CCOc1ccc(-n2c(=S)sc3c(=O)n(-c4ccccc4)c(SCC(=O)O)nc32)cc1,i,0.8,nt,9.8%,-4.3%,nt,nt,nt,nt,nt,3.9%
CC(C)c1ccc(NC2CCCN(C(=O)CN3C(=O)CSC3=O)C2)cc1 (stereo not given),i,0.6,nt,10.2%,-2.1%,nt,nt,nt,nt,nt,0.9%
CCOC(=O)C1=C[C@]2(CC)CCCN3CCc4c(n1c1ccccc41)[C@@H]32,i,6.2,1,1.9%,-5.9%,3.6%,-1.5%,6.1,-10.5,-7.1%,-3.2%
N#Cc1ccccc1OCC(=O)NC(=O)NCc1ccco1,i,0.3,nt,2.3%,-4.8%,nt,nt,nt,nt,nt,-1.4%
CCOc1ccc(NS(=O)(=O)c2ccc(C(=O)N3CCN(c4ncccn4)CC3)cc2)cc1,i,0.4,1.1,2.2%,-0.4%,6.6%,14.5%,12.5,13.0,-8.9%,4.4%
Cn1c(=O)n(C)c2cc(N3CCOCC3)c(NC(=O)c3ccc(F)cc3)cc21,i,1.4,nt,0.2%,-2.2%,nt,nt,nt,nt,nt,1.5%
CCOC(=O)c1sc(NC(=O)CSc2nc(C)cc(C(F)(F)F)n2)c(C#N)c1C,i,1.1,1.1,-3.2%,-5.2%,26.6%,4.4%,-0.7,7.9,-6.1%,0.8%
CCCCCCn1c(SCCN2CCOCC2)nc2c1c(=O)[nH]c(=O)n2C,i,0.4,1,10.6%,4.0%,-10.9%,-11.4%,13.4,13.3,-6.9%,1.9%
CCCc1cc(=O)oc2cc(C)cc(OC(C)C(=O)NCCCn3ccnc3)c12 (stereo not given),i,2.1,nt,-2.2%,-4.3%,nt,nt,nt,nt,nt,3.7%
CCOC(=O)N1CCN(C(=S)NC(=O)C23CC4CC(CC(C4)C2)C3)CC1,i,0.3,1.1,1.8%,4.3%,-7.6%,-1.4%,4.1,10.9,-0.1%,0.0%
CCCc1nnc(NC(=O)CCC(=O)N2CCN(Cc3cc(F)ccc3OC)CC2)s1,i,1.7,nt,8.1%,-1.9%,nt,nt,nt,nt,nt,0.4%
COc1cccc(C(=O)Nc2cccc(OCC(=O)c3ccccc3)c2)c1,i,0.5,1,4.7%,4.6%,9.5%,10.3%,-1.8,3.3,-4.8%,1.5%
CCN1CC(O)=C(c2nc3ccccc3s2)C1=N,i,1.2,1.1,1.1%,12.1%,-3.3%,-3.0%,-8.7,0.5,-5.3%,3.9%
Cc1c(=O)n(OCc2cccc(F)c2)c2ccccc2[n+]1[O-],i,1.2,1.1,8.6%,-2.6%,-0.1%,-3.2%,20.6,-5.6,-10.5%,2.5%
CCCOc1ccc(C(=O)NCC(c2cccs2)N(C)C)cc1OC (stereo not given),i,0.7,0.8,4.6%,2.0%,2.5%,-5.7%,12.3,5.5,-6.4%,0.1%
CCN1CCN(CCCNC(=O)C2CCCN(c3nnc(-n4cccc4)s3)C2)CC1 (stereo not given),i,0.9,1.1,0.8%,-5.2%,11.5%,13.4%,-26.2,-10.6,-5.7%,2.2%
Cc1ccc(Nc2nc(N3CCOCC3)nc(N3CCOCC3)n2)cc1Cl,?,nt,nt,-1.6%,-3.6%,nt,nt,nt,nt,nt,39.9%
O=C(O)c1ccc(N(Cc2ccccc2)S(=O)(=O)c2ccccc2)cc1,i,0.7,nt,2.5%&5.0%,-0.6%&-6.1%,nt,nt,nt,nt,nt,2.1%&1.4%
COc1ccc(NC(=O)Cn2ncn3nc(-c4ccc(OC)cc4)cc3c2=O)cc1,i,3.1,nt,6.1%,1.1%,nt,nt,nt,nt,nt,1.4%
O=C(NCc1cccs1)C1(S(=O)(=O)c2ccccc2)CC=CC1,i,0.7,nt,-2.2%,2.6%,nt,nt,nt,nt,nt,5.0%

# Single records, as listed above. Order of screens: Myeloid diff MLP | Myeloid diff MLP GFP+ MAC1+ % | TNAP activation fold | Siah-1 displacement | Salmonella PhoP GFP | PMI inhibitors | human PMI inhibitors | WT yeast gro inh | WT yeast gro inh mutant strain | XIAP displacement | RSV CPE inhibition
# Shown for `CCN1CCN(CCCNC(=O)C2CCCN(c3nnc(-n4cccc4)s3)C2)CC1` (stereo not given) → i | 0.9 | 1.1 | 0.8% | -5.2% | 11.5% | 13.4% | -26.2 | -10.6 | -5.7% | 2.2%
# Shown for `CCCc1nnc(NC(=O)CCC(=O)N2CCN(Cc3cc(F)ccc3OC)CC2)s1` → i | 1.7 | nt | 8.1% | -1.9% | nt | nt | nt | nt | nt | 0.4%

# Further results follow.
SMILES,Myeloid diff MLP,Myeloid diff MLP GFP+ MAC1+ %,TNAP activation fold,Siah-1 displacement,Salmonella PhoP GFP,PMI inhibitors,human PMI inhibitors,WT yeast gro inh,WT yeast gro inh mutant strain,XIAP displacement,RSV CPE inhibition
O=C(CN1C(=O)c2ccccc2C1=O)Nc1nccs1,i,0.7,nt,-6.4%,-11.2%,nt,nt,nt,nt,nt,0.4%
C/C(=N/NC(=O)CNC(=O)c1cccnc1)c1ccc(Cl)c(Cl)c1,i,0.2,nt,0.8%,1.4%,nt,nt,nt,nt,nt,2.0%
COc1ccc(C(C)=O)cc1CN(C)C,i,3.3,1.1,6.0%,4.1%,11.8%,11.4%,-8.1,4.6,6.4%,1.4%
CCCCOC(=O)c1nc(Cl)c(Cl)c(N)c1Cl,i,1.2,0.9,-1.3%,10.8%,0.9%,-9.9%,-7.4,8.0,-9.7%,?
O=c1c2ccccc2nc(/C=C/c2cccc(Br)c2)n1CCCO,i,0.4,nt,2.4%,2.0%,nt,nt,nt,nt,nt,?
CC(C)c1ccc(C(N)=S)cc1,i,0.8,1.5,10.3%,-1.9%,-0.4%,7.1%,13.8,-3.4,-7.2%,2.8%
CCN(C(=O)c1cc2ccccc2o1)C12CC3CC(CC(C3)C1)C2,nt,nt,1,-3.1%,1.1%,4.4%,26.1%,8.0,2.3,-6.3%,-2.1%
Nc1cc(=O)[nH]c(SCC(=O)Nc2ccc3c(c2)CCC3)n1,i,0.5,1.1,-1.5%,5.1%,13.4%,12.8%,-10.4,-11.6,-3.0%,10.2%
O=C(c1ccccc1)c1cnc(-c2ccc(Cl)cc2)s1,i,2.1,1,6.3%,6.2%,8.0%,5.8%,12.3,-5.0,1.0%,-1.6%
CCCN1CCN(C(=S)Nc2ccc3nc(N4CCN(CC)CC4)cc(C)c3c2)CC1,i,0.1,1,-6.2%,-3.5%,13.5%,30.4%,14.2,-2.5,-9.9%,-3.3%
O=S(=O)(c1cc(F)ccc1F)N1CCC2(CC1)OCCO2,i,1.2,nt,2.4%,1.9%,nt,nt,nt,nt,nt,1.4%
O=[N+]([O-])c1ccc2c(c1Nc1ccccc1)=NC1(CCCCC1)N=2,i,1.4,0.9,-1.9%,13.8%,46.2%,58.9%*,-2.3,-17.0,-8.6%,1.9%
CCN1C(=O)/C(=c2\s/c(=C3\Sc4ccccc4N3C)c(=O)n2C)N(C)C1=S,nt,nt,0.8,5.3%,5.2%,nt,nt,2.1,-3.9,-7.6%,5.1%
CC(C)Sc1n[nH]c2nc3c(c(=O)n12)C1(CCCC1)Cc1ccccc1-3,nt,nt,1.1,0.3%,6.8%,-8.1%,-32.8%,11.4,3.0,-5.8%,nt
CC(C)(C)NC(=O)c1cccc(NC(=O)c2cccc(O)c2)c1,i,1.3,1.1,1.5%,1.3%,7.1%,-1.6%,3.5,-5.9,0.3%,0.2%
N#C/C(=C\c1ccc(F)cc1)C(=O)NC1CCS(=O)(=O)C1 (stereo not given),i,0.3,nt,1.1%,-1.8%,nt,nt,nt,nt,nt,2.0%
O=C(Cn1c(=O)n(CC2CCCO2)c(=O)c2ccccc21)N1CCN(c2ccccc2)CC1 (stereo not given),i,1.6,1.1,4.1%,-10.6%,7.3%,8.3%,9.8,12.4,-5.0%,0.5%
Cc1nn(Cc2ccc(F)cc2Cl)c(C)c1[N+](=O)[O-],i,0.8,1.1,3.7%,-5.6%,7.3%,12.2%,4.9,16.6,-6.0%,-0.1%
O=C(OCc1nc2ccc(Cl)cc2n1CCO)c1ccc2c(c1)OCO2,i,1.5,1,-2.6%,27.9%,-9.7%,-2.8%,-2.2,-2.5,-6.7%,4.4%
c1ccc2nc(N3CCCC3)c(N3CCCC3)nc2c1,i,0.4,1,-1.9%,-3.0%,9.0%,4.0%,2.2,5.4,-3.2%,5.1%
CC(C)c1ccc(S(=O)(=O)N2CCN(C(C)C(=O)Nc3ccccc3-c3ccccc3)CC2)cc1 (stereo not given),i,0.6,1.1,2.1%,19.1%,12.7%,6.8%,16.3,-2.8,-2.2%,0.1%
Cc1nnc(SCC(=O)NCc2ccc3c(c2)OCO3)n1C,i,0.1,1.1,3.2%,3.4%,-4.5%,-3.1%,-0.3,-0.2,-1.9%,-0.2%
Cc1c(C(=O)c2ccc(Br)cc2)c(=O)n(C)c(=O)n1C,i,0.3,1.1,3.1%,6.6%,-3.1%,-2.8%,23.8,8.4,-2.5%,-1.0%
O=C1CC(SCc2nc3ccccc3[nH]2)C(=O)N1c1ccc(F)cc1 (stereo not given),i,1.3,1,-6.1%,-4.0%,12.6%,3.9%,8.1,8.0,0.6%,1.8%

# Screens: PubChem BioAssay, several laboratories
